NCI-60 one-dose screen, 48 h, at 10 µM unless noted. Numbers give growth in % (100 = growth as untreated, 0 = no growth, -100 = all killed).
MALME-3M – MALME-3M melanoma; hit rate 5.8% among 78,000; AID 1794766
SK-MEL-5 – SK-MEL-5 melanoma; hit rate 6.4% among 80,000
UACC-257 – UACC-257 melanoma; hit rate 4.4% among 78,000; AID 1794764
SK-MEL-28 – SK-MEL-28 melanoma; AID 1794761; hit rate 4.1% among 81,000
LOX IMVI – LOX IMVI melanoma. hit rate 7.4% among 79,000
SK-MEL-2 – SK-MEL-2 melanoma; hit rate 4.7% among 77,000
UACC-62 – UACC-62 melanoma; hit rate 5.4% among 81,000
HS 578T – HS 578T breast cancer. AID 1794788. hit rate 4.1% among 78,000
The depositor's hits bear a star. The calls were made as follows: active = growth percent below 10; inactive = the rest. Rows are unselected. Share with any hit: about 11%.

What do the screens show for `CCCCCCC(C)OC(=O)c1ccccc1` (configuration not stated)?
MALME-3M: 95; SK-MEL-5: 103; UACC-257: 91; SK-MEL-28: 103; LOX IMVI: 96; SK-MEL-2: 103; UACC-62: 102

What do the screens show for `COC(=O)CC1OC(C)C23OC2(C(=O)c2c(C4CCC(C(C)O)N4C)ccc(O)c2C3O)C1O` (configuration not stated)?
MALME-3M: 110; SK-MEL-5: 108; UACC-257: 96; SK-MEL-28: 112; LOX IMVI: 105; SK-MEL-2: 115; UACC-62: 91; HS 578T: 102

Results for CC(C)=Cc1cc(-c2cc(C=C(C)C)on2)no1 ?
MALME-3M: 107; SK-MEL-5: 101; UACC-257: 106; SK-MEL-28: 116; SK-MEL-2: 112; UACC-62: 98; HS 578T: 110

What do the screens show for `Cc1cnc2cccc(C)n2c1=O`?
MALME-3M: 97; SK-MEL-5: 104; UACC-257: 100; SK-MEL-28: 119; LOX IMVI: 96; SK-MEL-2: 101; UACC-62: 105; HS 578T: 111

Results for O=C1CSC(=S)N1/N=C\c1c(O)ccc2ccccc12 ?
MALME-3M: 85; SK-MEL-5: 87; UACC-257: 106; SK-MEL-28: 93; LOX IMVI: 65; SK-MEL-2: 86; UACC-62: 90; HS 578T: 102

What do the screens show for `CNc1nc2ncc(-c3c(C)noc3C)cc2n1Cc1ccccc1`?
MALME-3M: 45; SK-MEL-5: 48; UACC-257: 42; SK-MEL-28: 57; LOX IMVI: 33; SK-MEL-2: 67; UACC-62: 17; HS 578T: 39

How did CC1=C(CCN2CCOCC2)C(=O)N2N=C(c3ccc(Cl)cc3)SC2N1 (configuration not stated) do in these assays?
MALME-3M: 108; SK-MEL-5: 102; UACC-257: 103; SK-MEL-28: 111; LOX IMVI: 93; SK-MEL-2: 114; UACC-62: 92; HS 578T: 99

How did O=C(O)c1ccoc1 do in these assays?
MALME-3M: 93; SK-MEL-5: 103; UACC-257: 105; SK-MEL-28: 111; LOX IMVI: 91; UACC-62: 101; HS 578T: 94

How did CCCc1cc(C(CC)C(CC)c2ccc(O)c(CCC)c2)ccc1O (configuration not stated) do in these assays?
MALME-3M: 100; SK-MEL-5: 72; UACC-257: 82; SK-MEL-28: 98; LOX IMVI: 73; SK-MEL-2: 88; UACC-62: 65; HS 578T: 79

Results for c1ccc(CC(Cc2ccccc2)c2ccccn2)cc1 ?
MALME-3M: 90; SK-MEL-5: 97; UACC-257: 101; SK-MEL-28: 100; LOX IMVI: 87; SK-MEL-2: 95; UACC-62: 90; HS 578T: 104

How did OCC1OC(c2ccc(O)cc2O)C(O)C1O (configuration not stated) do in these assays?
MALME-3M: 88; SK-MEL-5: 101; UACC-257: 102; SK-MEL-28: 94; LOX IMVI: 104; SK-MEL-2: 102; UACC-62: 103; HS 578T: 100

What do the screens show for `CCN(CC)CCCNc1cccc2ccc(N)nc12`?
MALME-3M: 91; SK-MEL-5: 94; UACC-257: 102; SK-MEL-28: 115; LOX IMVI: 100; SK-MEL-2: 103; UACC-62: 101; HS 578T: 99

What do the screens show for `O=C(CN1C(=O)CCC1=O)Nc1ncc(Cc2cccc(C(F)(F)F)c2)s1`?
MALME-3M: 102; SK-MEL-5: 99; UACC-257: 95; SK-MEL-28: 107; LOX IMVI: 95; SK-MEL-2: 104; UACC-62: 82; HS 578T: 95

How did C#Cc1cc(C(=O)Nc2ccc(CNCCN3CCOCC3)c(C(F)(F)F)c2)ccc1C do in these assays?
MALME-3M: 92; SK-MEL-5: 94; UACC-257: 99; SK-MEL-28: 94; LOX IMVI: 1.0*; SK-MEL-2: 104; UACC-62: 94; HS 578T: 81

Results for Clc1cccc(/C=N/Nc2nc(N/N=C/c3cccc(Cl)c3Cl)nc(N3CCCCC3)n2)c1Cl ?
MALME-3M: 93; SK-MEL-5: 94; UACC-257: 100; SK-MEL-28: 98; LOX IMVI: 68; SK-MEL-2: 114; UACC-62: 90; HS 578T: 85

What do the screens show for `CSCCC(C(=O)O)N(CCC#N)CCC#N` (configuration not stated)?
MALME-3M: 92; SK-MEL-5: 94; UACC-257: 90; SK-MEL-28: 102; LOX IMVI: 94; SK-MEL-2: 90; UACC-62: 93; HS 578T: 117

How did N#Cc1ccccc1[N+](=O)[O-] do in these assays?
MALME-3M: 107; SK-MEL-5: 96; UACC-257: 99; SK-MEL-28: 114; LOX IMVI: 93; SK-MEL-2: 114; UACC-62: 100; HS 578T: 98

Results for COc1ccc2c(c1)sc1nc3nc4n(c(=N)c3c(=N)n12)-c1ccccc1Sc1ccccc1-4 ?
MALME-3M: 114; SK-MEL-5: 91; UACC-257: 73; SK-MEL-28: 105; LOX IMVI: 84; SK-MEL-2: 98; UACC-62: 75; HS 578T: 109

How did O=C(NNc1ccc([N+](=O)[O-])cn1)Nc1cccc([N+](=O)[O-])c1 do in these assays?
MALME-3M: 110; SK-MEL-5: 108; UACC-257: 111; SK-MEL-28: 108; LOX IMVI: 105; SK-MEL-2: 88; UACC-62: 98; HS 578T: 98

How did CCCCCCCCCCC(C[N+](C)(C)C/C=C/c1ccccc1)C(O)c1ccccc1 (configuration not stated) do in these assays?
MALME-3M: -29*; SK-MEL-5: 31; UACC-257: 21; SK-MEL-28: 21; SK-MEL-2: -53*; UACC-62: 17; HS 578T: 49

Overlap with the part before: six compounds, then new ones.
Results for Clc1cccc(/C=N/Nc2nc(N/N=C/c3cccc(Cl)c3Cl)nc(N3CCCCC3)n2)c1Cl ?
MALME-3M: 93; SK-MEL-5: 94; UACC-257: 100; SK-MEL-28: 98; LOX IMVI: 68; SK-MEL-2: 114; UACC-62: 90; HS 578T: 85

What do the screens show for `CSCCC(C(=O)O)N(CCC#N)CCC#N` (configuration not stated)?
MALME-3M: 92; SK-MEL-5: 94; UACC-257: 90; SK-MEL-28: 102; LOX IMVI: 94; SK-MEL-2: 90; UACC-62: 93; HS 578T: 117

How did N#Cc1ccccc1[N+](=O)[O-] do in these assays?
MALME-3M: 107; SK-MEL-5: 96; UACC-257: 99; SK-MEL-28: 114; LOX IMVI: 93; SK-MEL-2: 114; UACC-62: 100; HS 578T: 98

Results for COc1ccc2c(c1)sc1nc3nc4n(c(=N)c3c(=N)n12)-c1ccccc1Sc1ccccc1-4 ?
MALME-3M: 114; SK-MEL-5: 91; UACC-257: 73; SK-MEL-28: 105; LOX IMVI: 84; SK-MEL-2: 98; UACC-62: 75; HS 578T: 109

How did O=C(NNc1ccc([N+](=O)[O-])cn1)Nc1cccc([N+](=O)[O-])c1 do in these assays?
MALME-3M: 110; SK-MEL-5: 108; UACC-257: 111; SK-MEL-28: 108; LOX IMVI: 105; SK-MEL-2: 88; UACC-62: 98; HS 578T: 98

How did CCCCCCCCCCC(C[N+](C)(C)C/C=C/c1ccccc1)C(O)c1ccccc1 (configuration not stated) do in these assays?
MALME-3M: -29*; SK-MEL-5: 31; UACC-257: 21; SK-MEL-28: 21; SK-MEL-2: -53*; UACC-62: 17; HS 578T: 49

Results for CCOC(=O)c1ccc(Nc2nnc(CSc3nc(C)cc(C)n3)s2)cc1 ?
MALME-3M: 54; SK-MEL-5: 25; UACC-257: 95; SK-MEL-28: 77; SK-MEL-2: 85; UACC-62: 45

How did CCN(CC)CCNc1nc(Cl)nc(NCCN(CC)CC)n1 do in these assays?
MALME-3M: 120; SK-MEL-5: 96; UACC-257: 85; SK-MEL-28: 109; LOX IMVI: 95; SK-MEL-2: 102; UACC-62: 96; HS 578T: 97

What do the screens show for `COc1cc2nc(-c3ccc(C(F)(F)F)cc3)cc(OCCN3CCCC3)c2cc1OC`?
MALME-3M: 86; SK-MEL-5: 84; UACC-257: 69; SK-MEL-28: 79; LOX IMVI: 27; SK-MEL-2: 105; UACC-62: 93; HS 578T: 80

Results for COC(=O)[C@H]1[C@H]2C[C@@H]3c4[nH]c5cc(OC)ccc5c4CCN3C[C@H]2C[C@@H](OC(=O)/C=C/c2cc(OC)c(OC)c(OC)c2)[C@@H]1OC ?
UACC-257: 85; SK-MEL-28: 109; LOX IMVI: 27; SK-MEL-2: 66; UACC-62: 87; HS 578T: 69

How did O=C1Nc2ccc(Br)cc2C1=Nc1ccc(F)c(Cl)c1 do in these assays?
MALME-3M: 98; UACC-257: 118; SK-MEL-28: 108; LOX IMVI: 89; SK-MEL-2: 108; UACC-62: 59; HS 578T: 95

What do the screens show for `CCOC(=O)c1cc(-c2ccncc2)nc2c(Cl)cc(Cl)cc12`?
MALME-3M: 103; SK-MEL-5: 86; SK-MEL-28: 106; LOX IMVI: 92; SK-MEL-2: 110; UACC-62: 66; HS 578T: 90

How did COc1ccc2c(c1)CCNC21C(=O)N(Cc2ccc(C)cc2)c2ccccc21 (configuration not stated) do in these assays?
MALME-3M: 93; SK-MEL-5: 98; UACC-257: 99; SK-MEL-28: 104; LOX IMVI: 94; SK-MEL-2: 100; UACC-62: 84; HS 578T: 71

What do the screens show for `CCOC(=O)NN(C(=O)OCC)c1cc(C)c(N(NC(=O)OCC)C(=O)OCC)cc1C`?
MALME-3M: 98; SK-MEL-5: 105; UACC-257: 109; SK-MEL-28: 103; LOX IMVI: 100; SK-MEL-2: 92; UACC-62: 100; HS 578T: 94

What do the screens show for `C=CC(=O)N1CCN(c2cccc(Oc3nccc(Nc4nnc(-c5ccccc5OC)s4)n3)c2)CC1`?
MALME-3M: 99; SK-MEL-5: 80; UACC-257: 117; SK-MEL-28: 97; LOX IMVI: 81; SK-MEL-2: 99; UACC-62: 74; HS 578T: 94

How did C#CCOc1ccc(CNC(=O)/C=C/c2ccccc2)cc1OC do in these assays?
MALME-3M: 100; SK-MEL-5: 99; UACC-257: 93; SK-MEL-28: 101; LOX IMVI: 96; SK-MEL-2: 101; UACC-62: 95; HS 578T: 98

What do the screens show for `O=C(Nc1ccccc1)Nc1nc2ccc([N+](=O)[O-])cc2s1`?
MALME-3M: -11*; SK-MEL-5: -46*; UACC-257: -8.5*; SK-MEL-28: 20; SK-MEL-2: -11*; UACC-62: 1.7*; HS 578T: 5.9*

What do the screens show for `CC(C)c1cccc(C(C)C)c1NC(=O)OC1CCCCC1`?
MALME-3M: 118; SK-MEL-5: 95; SK-MEL-28: 97; LOX IMVI: 91; SK-MEL-2: 101; UACC-62: 74; HS 578T: 115

How did CCc1ncc(C(O)c2ccc(Cl)cc2)n1Cc1ccccc1 (configuration not stated) do in these assays?
MALME-3M: 78; SK-MEL-5: 82; UACC-257: 92; SK-MEL-28: 91; LOX IMVI: 74; SK-MEL-2: 114; UACC-62: 85; HS 578T: 97

Results for C/C(=N\NC(=O)CSc1nc2ccccc2c(=O)n1CCc1ccc(S(N)(=O)=O)cc1)c1ccccc1 ?
MALME-3M: 93; SK-MEL-5: 80; UACC-257: 76; SK-MEL-28: 104; LOX IMVI: 84; SK-MEL-2: 80; UACC-62: 79; HS 578T: 90

What do the screens show for `O/N=C1/CCCCC/C1=N/O`?
MALME-3M: 98; SK-MEL-5: 107; UACC-257: 100; SK-MEL-28: 110; LOX IMVI: 103; SK-MEL-2: 133; UACC-62: 107; HS 578T: 120

Results for Clc1ccc(/C=C/c2nc3ccccc3nc2N2CCN(c3ccccc3)CC2)cc1 ?
MALME-3M: 104; SK-MEL-5: 100; UACC-257: 116; SK-MEL-28: 105; LOX IMVI: 102; SK-MEL-2: 105; UACC-62: 96; HS 578T: 101

Results for COc1cc(C=C2C(=O)NC(=S)NC2=O)cc(CN2CCCC2)c1O ?
MALME-3M: 108; SK-MEL-5: 111; UACC-257: 99; SK-MEL-28: 115; LOX IMVI: 98; SK-MEL-2: 110; UACC-62: 100; HS 578T: 106

Results for CCOC(=O)N1C(=O)NC(=O)C1c1ccc(Cl)cc1 (configuration not stated) ?
MALME-3M: 109; SK-MEL-5: 97; UACC-257: 105; SK-MEL-28: 89; LOX IMVI: 103; SK-MEL-2: 102; UACC-62: 96; HS 578T: 105

What do the screens show for `COc1ccc(-c2nnc(Nc3ccc(C)cc3C)o2)cc1OC`?
MALME-3M: 100; SK-MEL-5: 100; UACC-257: 109; SK-MEL-28: 113; LOX IMVI: 93; UACC-62: 103; HS 578T: 108

Results for CC(=O)c1ccc(-n2cc(CN3CCN(c4cc5c(cc4F)c(=O)c(C(=O)O)cn5C4CC4)CC3)nn2)cc1 ?
MALME-3M: 95; SK-MEL-5: 84; UACC-257: 97; SK-MEL-28: 99; LOX IMVI: 55; SK-MEL-2: 96; UACC-62: 91; HS 578T: 81

How did COc1ccc(Nc2ncccc2NC(=O)c2cn(Cc3cc(OC)c(OC)c(OC)c3)nn2)cc1 do in these assays?
MALME-3M: 103; SK-MEL-5: 94; UACC-257: 97; SK-MEL-28: 110; LOX IMVI: 93; SK-MEL-2: 115; UACC-62: 92; HS 578T: 105

What do the screens show for `NC(=O)C(=O)Nc1cccc(-c2ccc(S(=O)(=O)Nc3ccc4c(c3)N(C(=O)C3CC3)CCC4)cc2)c1`?
MALME-3M: 76; SK-MEL-5: 45; UACC-257: 77; SK-MEL-28: 81; LOX IMVI: 69; SK-MEL-2: 85; UACC-62: 35; HS 578T: 63

Results for COc1ccc(C/C(=N/O)c2ccc(OC)cc2)cc1 ?
MALME-3M: 107; SK-MEL-5: 92; UACC-257: 102; SK-MEL-28: 94; LOX IMVI: 98; SK-MEL-2: 105; UACC-62: 91; HS 578T: 101

Results for Cc1c(N2CCCCC2)[nH]c2ccccc12 ?
MALME-3M: 121; SK-MEL-5: 107; UACC-257: 94; SK-MEL-28: 133; LOX IMVI: 95; SK-MEL-2: 119; UACC-62: 110; HS 578T: 96

Results for C/C=C\[C@]1(O)[C@@]2(O)C(=O)O[C@]13C(=Cc1c(OC)ccc(OC)c1[C@@H]3O)C(=O)C2C (some centres not stated) ?
SK-MEL-5: 109; SK-MEL-28: 112; LOX IMVI: 89; SK-MEL-2: 100; UACC-62: 82; HS 578T: 108

What do the screens show for `O=C(Nc1ccccc1)Nc1nc(=O)c2ccccc2c(=O)[nH]1`?
MALME-3M: 100; SK-MEL-5: 99; UACC-257: 101; SK-MEL-28: 106; LOX IMVI: 97; SK-MEL-2: 114; UACC-62: 99; HS 578T: 112

Compound activity: PubChem BioAssay, NCI
